# HepG2 tox = counter-screen for TGF-b inhibitors: cytotoxicity in HepG2 cells. AID 588856. Potency, µM (doses to about 46.1 µM), without a hit: top-dose activity change, negative = cytotoxicity, hits mostly cytotoxic. 410,000 compounds, 0.76% hits. HepG2 CAGA-GFP viability, ATP luminescence, 18 h; further: potency means the concentration at half of the fitted maximal effect; some results filed as inactive show a strong effect at the top dose
#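 CellTiter-Glo luminescence gave cytotoxicity after 18 hours at 37 degrees C. The cells were HepG2 CAGA-GFP in 1% FBS DMEM, stimulated with 500 pg/mL TGF-beta after compound addition. %Activity was normalised to no-cell wells (complete cell-killing) and DMSO (no toxicity), and curves were fitted and classified.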
# IL-2 act = IL-2 activation; 360,000 compounds, 0.065% hits; IL-2 activation reporter assay, cell-based qHTS; stimulated with anti-CD3/CD4/CD28 beads; in transgenic mouse T cells; activation, % (series mostly up to about 46 µM); AID 652025; in the data active means activation above about 50%; inconclusive means mostly about 30% to 49%; further: 0% is about no effect
#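 Unstimulated transgenic mouse T cells; 60-min compound exposure; bead-based TCR/CD4/CD28 stimulation; 18 h culture, 37 degrees C; dual fluorescence (EGFP, DsRed) plate cytometry.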
# TGFb inhibitor = TGF-b pathway inhibition | 410,000 compounds, 1.2% hits | AID 588855 | Potency, µM (titrated, usually from 46.1 µM), without a hit: at the highest dose activity, negative = inhibition, hits mostly inhibitors | HepG2 CAGA-GFP TGF-b/SMAD3 reporter, GFP fluorescence, 18 h; TGF-beta stimulated, 500 pg/mL final; further: potency means the concentration at half of the fitted maximal effect; on the % scale 0 is the no-effect control and ±100 the full control effect; nearly all actives have a fitted effect of over 65% in size
#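 HEPG2 CAGA-GFP cells (1000/well, DMEM with 1% FBS) were pre-incubated 2 h at 37 degrees C, given compound by pin tool, then stimulated with TGF-beta at 500 pg/mL final for 18 h before per-cell GFP fluorescence imaging.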
# A549 viability = counter-screen for Nrf2 inhibitors: cytotoxicity in A549 cells; 390,000 compounds, 0.16% hits; A549 ARE-Fluc cells, CellTiter-Fluor viability, 18-24 h; AID 504648; Potency, µM (titrated, usually from 46 µM), inactives show top-dose activity change, negative = cytotoxicity, hits mostly inhibitors; further: potency means the concentration at half of the fitted maximal effect; on the % scale 0 is the no-effect control and ±100 the full control effect
#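 Cytotoxicity counterscreen: CellTiter-Fluor fluorescence was measured in A549 ARE_Fluc cells after 18-24 h of compound exposure in a concentration series. The subsequent BugLite luminescent read reports ARE-luciferase activity.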
# ATXN2 expr inh = reduces ATXN2 reporter expression in HEK-293 cells | Potency, µM (titrated, usually from 57 µM), for the others: at the highest dose activity change, negative = inhibition, hits mostly inhibitors | HEK-293 ATXN2-luciferase reporter, luminescence, 24 h | 360,000 compounds, 0.72% hits | AID 1745845; further: potency means the concentration at half of the fitted maximal effect; on the % scale 0 is the no-effect control and ±100 the full control effect; nearly all actives have a fitted effect of over 55% in size
#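 qHTS (up to 57 uM final) was run with 24 h compound exposure of reporter cells at 37 °C. Each well was multiplexed: SteadyGlo luminescence measured ATXN2-luciferase expression after a fluorogenic Gly-Phe-AFC viability readout (25 uM final).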
# Nrf2 ARE act = Nrf2 pathway activation. 410,000 compounds, 0.31% hits. AID 624171. Potency, µM (top dose mostly 46.1 µM), inactives show top-dose activation, most hits filed as activators. AREc32 ARE-luciferase reporter (MCF7-derived line), luminescence, 24 h; further: potency means the concentration at half of the fitted maximal effect; % of control where 0% means no effect; nearly all actives have a fitted effect of over 65% in size
#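 Quantitative high-throughput format: AREc32 reporter cells, 1000 per well, received compound by pin transfer and were incubated 24 hr at 37 deg C, 5% CO2, before Steady-Glo luminescence detection.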
# Nrf2 inh = Nrf2 pathway inhibition; 360,000 compounds, 2.1% hits; A549 ARE-Fluc reporter, luciferase luminescence, 18-24 h; AID 504444; Potency, µM (doses to about 46 µM), for the others: at the top dose activity change, negative = inhibition, hits mostly inhibitors; further: potency means the concentration at half of the fitted maximal effect; on the % scale 0 is the no-effect control and ±100 the full control effect; nearly all actives have a fitted effect of over 60% in size
#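 Two sequential reads on A549 ARE_Fluc cells exposed to compound for 18-24 h: a CellTiter-Fluor fluorescence read for viability, then a luciferase luminescence read for Nrf2/ARE activity.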
# EPAC2 agonist = EPAC2 (human) agonism; AID 720711; 360,000 compounds, 0.079% hits; Q8WZA2; EPAC2 activation, biochemical qHTS; response scale: 100% = 6.5 mM cAMP response; Potency, µM (series often up to 154 µM), inactives show at the highest dose activation, usual class: activators; further: potency means the concentration at half of the fitted maximal effect; nearly all actives have a fitted effect of over 50% in size
# Target sequence (Q8WZA2 whole entry, looked up): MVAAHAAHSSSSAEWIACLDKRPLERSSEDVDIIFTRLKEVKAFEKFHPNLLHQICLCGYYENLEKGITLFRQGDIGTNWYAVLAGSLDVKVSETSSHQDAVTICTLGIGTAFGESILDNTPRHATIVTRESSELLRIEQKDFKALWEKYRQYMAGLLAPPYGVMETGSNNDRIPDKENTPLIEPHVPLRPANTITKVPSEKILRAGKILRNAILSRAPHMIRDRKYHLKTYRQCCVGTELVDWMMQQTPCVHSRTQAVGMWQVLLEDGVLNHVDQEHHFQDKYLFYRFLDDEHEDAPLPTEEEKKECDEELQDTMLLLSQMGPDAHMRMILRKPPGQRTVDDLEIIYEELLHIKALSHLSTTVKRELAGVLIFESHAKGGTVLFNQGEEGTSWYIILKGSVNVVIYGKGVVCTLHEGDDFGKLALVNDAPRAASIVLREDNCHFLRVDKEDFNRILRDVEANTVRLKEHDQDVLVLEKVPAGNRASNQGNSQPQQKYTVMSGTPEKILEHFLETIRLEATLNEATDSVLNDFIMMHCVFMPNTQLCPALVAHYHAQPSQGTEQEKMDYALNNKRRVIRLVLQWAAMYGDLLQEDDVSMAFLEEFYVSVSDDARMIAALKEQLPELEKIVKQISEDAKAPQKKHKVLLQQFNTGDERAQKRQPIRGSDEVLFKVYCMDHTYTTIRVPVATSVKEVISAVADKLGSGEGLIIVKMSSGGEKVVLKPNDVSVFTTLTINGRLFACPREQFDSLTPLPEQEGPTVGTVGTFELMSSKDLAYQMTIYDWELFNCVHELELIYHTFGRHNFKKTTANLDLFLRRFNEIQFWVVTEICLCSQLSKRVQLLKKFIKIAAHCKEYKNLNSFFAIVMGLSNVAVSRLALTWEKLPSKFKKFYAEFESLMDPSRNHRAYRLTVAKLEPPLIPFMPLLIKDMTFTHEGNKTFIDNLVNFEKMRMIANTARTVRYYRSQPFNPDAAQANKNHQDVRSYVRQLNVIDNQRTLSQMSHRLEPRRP
#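 EPAC2 (100 nM) mixed with Rap1B loaded with BODIPY-GDP (250 nM) plus 50 uM unlabeled GDP; compounds pinned in, 5 min RT, then read every 5 min for 30 min (ex 480, em 540 nm). Normalized to cAMP control.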
# ATXN viability = reduces viability in counter-screen for ATXN expression inhibitors; S2 cells (HEK-293 line with an ATXN2-luciferase reporter) viability, CellTiter-Fluor protease fluorescence, 24 h; Potency, µM (titrated, usually from 56.7 µM), actives largely listed as cytotoxic; 400,000 compounds, 0.49% hits; further: potency means the concentration at half of the fitted maximal effect; nearly all actives have a fitted effect of over 40% in size
# Active calls of the source: *; i = inactive; ? = inconclusive; . = not tested or not shown; [ ] = remark or other dose. Unless noted, the call rests on the fitted dose curve; in most records, active means well fitted curve in the direction sought with a large enough effect; inconclusive means small, poorly fitted or top-dose-only effect, or another doubt; inactive means no such curve, though single readings can be large; an effect the other way counts as inactive or inconclusive.
# Order of results: ATXN2 expr inh | Nrf2 inh | EPAC2 agonist | A549 viability | IL-2 act | HepG2 tox | TGFb inhibitor | Nrf2 ARE act | ATXN viability
- CCOc1ccc(N(CC)C(=O)CCc2nc(-c3ccccc3F)no2)cc1
  7% | -10% | . | 0% | . | -14% | ? | 0.7% | i
- Cc1ccc(C2(C)NC(=O)N(CC(=O)N3c4ccccc4NC(=O)CC3C)C2=O)cc1 (configuration not stated)
  -4% | 8% | -1% | 3% | 1.5 | 9% | 20% | 0.0% | i
- O=C(CNC(=O)c1ccc(Br)o1)NC1CCCCC1
  18% | 4% | -2% | -1% | -1.5 | 3% | -8% | -0.7% | i
- COCCN1C(=O)/C(=C2/C(=O)N(CC(=O)Nc3ccccc3Cl)c3ccccc32)SC1=S
  2% | -9% | -7% | -6% | -3.8 | -5% | -2% | -0.1% | i
- COCCN1C(=O)c2oc3ccc(C)cc3c(=O)c2C1c1ccc(C(=O)OC)cc1 (configuration not stated)
  . | 13% | . | -9% | . | -5% | -2% | -0.5% | .
- CS(=O)(=O)NCCNc1cc(Cl)ccc1[N+](=O)[O-]
  0% | -6% | 0% | -8% | -0.3 | -5% | -3% | 5.4% | i
- CC(C)CN(CCNC(=O)CN1C(=O)COc2ccc(S(=O)(=O)N3CCC(C)CC3)cc21)CC(C)C
  3% | ? | -23% | 2% | -5.6 | 10% | 8% | -0.2% | i
- O=C(Cc1ccc(Cl)cc1)Nc1ccc(N2CCN(C(=O)c3ccco3)CC2)cc1
  -8% | -1% | -9% | -8% | -1.7 | -21% | -12% | -0.1% | i
- CC(C)[C@H](NC(=O)N1CCn2c1nc1ccccc12)C(=O)N[C@@H](C(=O)O)c1ccccc1
  -1% | 11% | -3% | 2% | -1.0 | -2% | 16% | -0.7% | i
- Nc1cc(N)nc(SCC(=O)NNC(=O)c2ccc(Cl)cc2)n1
  2% | 1% | 10% | -5% | -1.6 | 2% | -4% | 0.1% | i
- Cc1nnc(SCCCn2c(N3CCN(c4ccccc4)CC3)nc3c2c(=O)[nH]c(=O)n3C)s1
  -7% | -14% | 25% | 0% | 0.6 | 1% | 2% | 0.2% | i
- Oc1ccc(N=Nc2ccc3c(c2)OCCO3)c2ncccc12
  . | 18µM* | -3% | ? | -0.2 | 10% | ? | 11% | .
- CN(c1ccc(OCC(=O)N2CCCC2)cc1)S(=O)(=O)c1ccc(Cl)cc1
  . | ? | 6% | 14% | 0.0 | -16% | 4% | 0.3% | i
- CCCCn1c(-c2ccc(OC)cc2)nc2c(=O)n(C)c(=O)[nH]c21
  . | 4% | 4% | -1% | -0.6 | -4% | 4% | -0.8% | i
- COc1cccc(NC(=O)N2CCN(c3nc(-c4cccc(OC)c4)cs3)CC2)c1
  . | ? | 18% | -17% | -0.8 | -36% | ? | 0.1% | 14µM*
- CCN(CC(=O)Nc1ccc(OC)cc1)C(=O)Cc1coc2cc(C)c(C)cc12
  -11% | -9% | 17% | -11% | -3.1 | 11µM* | 0% | 0.1% | i
- COC(=O)c1cnn(-c2ccc(C(=O)Nc3cccc(C(C)=O)c3)cc2)c1N
  8% | . | . | 2% | . | -9% | -2% | -1.1% | i
- O=C(NCC1OCCCN1S(=O)(=O)c1cc(F)ccc1F)C(=O)NC1CCCC1 (configuration not stated)
  1% | -9% | 0% | -1% | -0.8 | 0% | -7% | -0.7% | i
- CC(=O)c1cccc(OCc2cc(C(=O)N(C)CCc3ccccn3)no2)c1
  5% | 1% | 3% | 8% | -0.7 | -14% | -8% | 0.7% | i
- C/C(=N\NC(=O)c1nc2ccccn2c1C)c1cccc([N+](=O)[O-])c1
  4% | ? | -3% | -4% | 1.5 | -6% | 6% | 12% | i
- O=C1c2cccc(OCC(=O)N3CCCc4ccccc43)c2CCN1Cc1cccnc1
  -26% | -59% | 8% | -3% | -6.4 | -19% | ? | 3.3% | i
- COc1ccc(-c2cn3c(C)c(C(=O)N4CCCc5ccccc54)sc3n2)cc1
  ? | ? | 21% | -7% | -3.7 | -24% | -4% | -1.0% | ?
- O=C(/C=C/c1ccc([N+](=O)[O-])cc1)Nc1ncc([N+](=O)[O-])s1
  . | . | 4% | -14% | -1.0 | -27% | 13µM* | ? | ?
- CCNC(=S)N1CCCCC1CO (configuration not stated)
  -8% | -7% | 10% | 2% | -0.2 | 7% | 3% | -1.1% | ?
- CCC(=O)N1CC2(c3ccccc3)CN(C(=O)CC)CC(c3ccccc3)(C1)C2=O
  2% | -5% | 2% | -6% | -0.8 | 1% | -28% | 0.3% | i
- CC(C)(C)OC(=O)C[C@H]1C/C=C\C[C@H](CC(=O)NCCO)C(=O)N[C@@H](c2ccccc2)COC1=O
  2% | -7% | -6% | 1% | -0.5 | 0% | 11% | -0.4% | i
- Cc1ccc(S(=O)(=O)NCC(=O)Nc2cccnc2)cc1C
  -4% | 7% | 3% | 6% | 0.7 | -3% | -2% | -0.3% | i
- Cc1ccc2[nH]c(=O)c(CN(Cc3cccs3)Cc3nnnn3Cc3ccccc3)cc2c1
  ? | ? | 17% | -24% | -2.1 | -29% | ? | 3.4% | ?
- CCc1ccc(NC(=O)CN(c2ccccc2)S(=O)(=O)N(C)C)cc1
  9% | -5% | -5% | 1% | -0.6 | -4% | -11% | 2.3% | i
- COc1cc(OC)cc(-c2cc3nc(C)c(CCC(=O)NC(C)CCc4ccco4)c(C)n3n2)c1 (configuration not stated)
  ? | ? | 0% | 1% | -5.4 | 4% | -8% | -0.4% | i
- COc1ccc(C(=O)CC2(O)C(=O)N(CCc3ccccc3)c3ccc(Br)cc32)cc1OC (configuration not stated)
  ? | 23µM* | . | ? | . | -14% | ? | 5.8% | ?
- CCCOc1ccc(/C=N/NC(=O)CN2CCCCC2)cc1
  0% | 7% | 3% | 2% | 0.2 | 10% | -17% | -0.5% | i
- Cc1sc(NC(=O)CS(=O)(=O)c2ccccc2)c(C#N)c1C
  8% | ? | -6% | -3% | 1.8 | -23% | -10% | 3.6% | ?
- CC(C)/C=C/CN1CCN(CCCc2ccccc2)C(CCO)C1 (configuration not stated)
  -2% | ? | 11% | -15% | 0.2 | -22% | 6% | 0.7% | i
- CCN1C(=O)C(CC(=O)Nc2ccc(Cl)cc2)N(NC(=O)c2ccncc2)C1=S (configuration not stated)
  8% | 0% | 0% | 1% | -0.6 | 6% | 2% | 0.0% | i
- O=C(N/N=C/c1cccc(Cl)c1Cl)Nc1ccccc1
  28% | 1% | 5% | 2% | 1.4 | -1% | -4% | 2.0% | i
- Cc1ccc2cc3c(N)[nH]nc3nc2c1
  3% | 7% | -10% | -4% | 0.2 | -8% | -3% | 0.0%[9.22 µM] | i
- O=C(Nc1nnc(-c2ccco2)o1)C1CCCCC1
  9% | -2% | 9% | -8% | 0.2 | -3% | 9% | 2.8% | i
- COc1cc(-c2cc3nc(NCCN(C)C)ccn3n2)cc(OC)c1OC
  16% | . | 2% | . | 1.6 | -27% | 8% | -1.0%[9.22 µM] | i
- CCOc1ccc(NC(=O)CSC2=Nc3ccccc3C3=NC(CC(=O)NCc4ccc5c(c4)OCO5)C(=O)N23)cc1 (configuration not stated)
  10% | . | . | -4% | . | 15% | ? | 5.1% | ?

# An excerpt from above in order of the IL-2 act value, smallest number first.
SMILES	IL-2 act
CCc1ccc(NC(=O)CN(c2ccccc2)S(=O)(=O)N(C)C)cc1	-0.6
CCCOc1ccc(/C=N/NC(=O)CN2CCCCC2)cc1	0.2
Cc1sc(NC(=O)CS(=O)(=O)c2ccccc2)c(C#N)c1C	1.8

# (further entries)
# Order of results: ATXN2 expr inh | Nrf2 inh | EPAC2 agonist | A549 viability | IL-2 act | HepG2 tox | TGFb inhibitor | Nrf2 ARE act | ATXN viability
- CCOC(=O)C1(CC2CC2)CCN(Cc2cnc(-c3ccccc3C)nc2)CC1
  -15% | -13% | 6% | 1% | 0.1 | -27% | ? | 0.6% | i
- Cc1ccc(S(=O)(=O)N2CCCCC2)cc1NC(=O)CN1C(=O)CN(C)C1=O
  -1%[11.3 µM] | -2% | 3% | 3% | -1.2 | 6% | 0% | -0.7% | i
- Cc1ccc(CNC(=O)C2CCN(S(=O)(=O)c3cnc[nH]3)CC2)cc1
  -2% | -8% | 8% | 9% | -1.5 | 18% | 17% | -0.3% | i
- CCC1=C(OC(=O)N(CC)CC)N2C(=O)OC(=NCCOC)[C@]2(Cc2ccccc2)[C@H]2C1=CC[C@H]1C(=O)N(CC(=O)OC)C(=O)[C@H]12
  3% | 3% | 8% | -9% | -0.1 | -9% | ? | 0.6% | i
- COC(=O)c1ccc(COC(=O)c2ccc(S(=O)(=O)N3CCC(C)CC3)cc2)o1
  ? | . | -19% | 8% | -0.2 | -6% | 0% | -0.1% | i
- O=C(CN1CCN(C(=O)c2ccccc2)CC1)Nc1ccccc1
  8% | 14% | 1% | -4% | 0.2 | 9% | 7% | -0.4% | i
- CC(C)C(=O)Nc1nc(-c2ccc(S(=O)(=O)N3CCOCC3)cc2)cs1
  4% | 8% | 2% | 5% | -0.6 | 2% | -2% | 0.2% | i

# Some of the entries so far, as labelled records:
CC(C)C(=O)Nc1nc(-c2ccc(S(=O)(=O)N3CCOCC3)cc2)cs1
  ATXN2 expr inh: 4%	Nrf2 inh: 8%	EPAC2 agonist: 2%	A549 viability: 5%	IL-2 act: -0.6	HepG2 tox: 2%	TGFb inhibitor: -2%	Nrf2 ARE act: 0.2%	ATXN viability: i

COC(=O)c1ccc(COC(=O)c2ccc(S(=O)(=O)N3CCC(C)CC3)cc2)o1
  ATXN2 expr inh: ?	Nrf2 inh: .	EPAC2 agonist: -19%	A549 viability: 8%	IL-2 act: -0.2	HepG2 tox: -6%	TGFb inhibitor: 0%	Nrf2 ARE act: -0.1%	ATXN viability: i
